From PubChem BioAssay
TEAD-YAP inh – TEAD-YAP interaction inhibition, primary screen, TEAD-YAP interaction inhibitor project, luminescence, HEK-TIYL cells; TEAD-Gal4/YAP UAS-luciferase luminescence; inhibition, % at 9.12 µM; hit rate 1.4% among 640,000; AID 1259422, 2018; in the data active = inhibition above about 32%;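 also: 0% = median of test compound wells and 100% = reference inhibitor wells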
MITF inh – MITF inhibitors, primary screen, biochemical, AlphaScreen, human; Microphthalmia-associated transcription factor (Homo sapiens), O75030; AlphaScreen MITF homodimerization, bead proximity signal; inhibition, % at 2.6 µM; hit rate 0.91% among 650,000; in the data active = inhibition above about 50%;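 also: 0% = vehicle wells with protein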
GPR151 activ – activators of human GPR151, primary screen, cell-based, PathHunter beta-arrestin, luminescence | activation, % at 11.2 µM | AID 1508602, 2020 | G-protein coupled receptor 151 (Homo sapiens), Q8TDV0 | PathHunter beta-arrestin GPR151 cells | hit rate 1% among 650,000; in the data active = activation above about 4.9%;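 also: 0% = median of compound wells and 100% = cells with positive control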
Target sequence (Q8TDV0 whole entry, looked up): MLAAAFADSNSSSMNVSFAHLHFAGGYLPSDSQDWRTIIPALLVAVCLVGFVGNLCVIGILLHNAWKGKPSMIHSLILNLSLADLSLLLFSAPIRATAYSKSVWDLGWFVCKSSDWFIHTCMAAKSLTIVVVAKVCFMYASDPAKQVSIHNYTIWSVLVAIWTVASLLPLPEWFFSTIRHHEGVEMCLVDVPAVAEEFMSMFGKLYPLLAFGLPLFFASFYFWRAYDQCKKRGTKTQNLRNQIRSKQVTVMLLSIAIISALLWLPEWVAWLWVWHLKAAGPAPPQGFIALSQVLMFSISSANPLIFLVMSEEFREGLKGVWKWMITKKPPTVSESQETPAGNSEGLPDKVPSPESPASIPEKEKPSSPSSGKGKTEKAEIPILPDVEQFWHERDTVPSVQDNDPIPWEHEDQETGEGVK
FBW7 activator – FBW7 E3 ligase activators, primary screen, biochemical, AlphaScreen, human; normalized activity (activation), % at 26.1 µM; AlphaScreen FBW7–phospho-cyclin E peptide binding, activator screen; AID 1259310, 2017; hit rate 0.13% among 650,000; in the data active = normalized activity above about 1.9%;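 also: purified mutant Fbw7 with reduced substrate affinity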
Target sequence (Q969H0 whole entry, looked up): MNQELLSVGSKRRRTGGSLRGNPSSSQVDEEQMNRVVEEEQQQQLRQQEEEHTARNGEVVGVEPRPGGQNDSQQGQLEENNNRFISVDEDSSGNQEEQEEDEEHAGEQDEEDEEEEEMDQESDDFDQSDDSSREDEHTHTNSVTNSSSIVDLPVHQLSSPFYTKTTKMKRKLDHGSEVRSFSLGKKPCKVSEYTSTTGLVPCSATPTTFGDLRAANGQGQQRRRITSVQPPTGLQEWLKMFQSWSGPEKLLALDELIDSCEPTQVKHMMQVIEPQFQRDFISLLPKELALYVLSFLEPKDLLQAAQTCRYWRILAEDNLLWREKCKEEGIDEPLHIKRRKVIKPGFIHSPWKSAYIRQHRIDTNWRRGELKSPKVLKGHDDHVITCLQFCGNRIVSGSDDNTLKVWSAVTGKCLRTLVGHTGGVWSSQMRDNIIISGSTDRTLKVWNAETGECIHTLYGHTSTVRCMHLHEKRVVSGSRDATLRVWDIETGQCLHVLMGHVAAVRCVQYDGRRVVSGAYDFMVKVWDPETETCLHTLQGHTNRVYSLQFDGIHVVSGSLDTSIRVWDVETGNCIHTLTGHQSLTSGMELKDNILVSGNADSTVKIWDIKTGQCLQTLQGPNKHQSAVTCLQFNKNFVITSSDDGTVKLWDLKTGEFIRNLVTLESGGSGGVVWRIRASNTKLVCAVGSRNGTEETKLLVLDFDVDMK
Starred values were filed as active, the others as inactive; x = no result given.

SMILES	TEAD-YAP inh	MITF inh	GPR151 activ	FBW7 activator
N#C/C=C1\SCC(=O)N1CC(=O)c1ccc([N+](=O)[O-])cc1	1	-9	-0.2	0.1
CCN(CC)c1ncnc2c1c(-c1ccccc1)cn2-c1ccc(C)cc1	3	-10	0.9	0.4
Cc1sc2ncn(CC(=O)N3CCN(c4ccc(F)cc4)CC3)c(=O)c2c1C	6	-7	0.5	-0.1
COc1cc(NC(=O)CN2Cc3ccccc3C2=O)cc(OC)c1	4	7	0.9	0.3
Cc1cccc(NC(C)C(=O)N/N=C/c2ccco2)c1 (stereo not given)	-2	20	-0.4	0.1
COCCNc1nc(-c2ccc(OC)c(OC)c2)no1	1	-5	8.4*	0.0
Cc1cccc(N2CCN(C(=O)C(Cl)(Cl)Cl)CC2)c1C	0	21	2.1	0.2
CC(C)CCC1(C2CCN(C(=O)Cc3cccc(Cl)c3)CC2)NC(=O)NC1=O (stereo not given)	7	13	0.2	0.0
Cc1noc(C)c1S(=O)(=O)N1CCc2nc(-c3ccccc3)c3c(c2C1)CO[C@@H](C)C3	x	-10	-0.4	0.0
CC(C)[C@H](NS(=O)(=O)c1ccc(Br)cc1)C(=O)OCC(=O)NC(N)=O	-4	5	-0.6	0.0
O=C(Nc1nnc(C2CCCCC2)s1)c1ccccc1Cl	4	7	3.1	0.5
Cc1cc(C)c2nc(N3CCCC3)c(C=O)cc2c1	-4	-1	-0.7	0.1
CCCn1c(=N)n(CCOc2ccc(OC)cc2)c2ccccc21	6	0	1.6	-0.1
COc1ccc(C(=O)/C=C/Nc2c(C)n(C)n(-c3ccccc3)c2=O)cc1OC	10	15	3.4	0.1
Cc1nnc(NC(=O)C(C)C)s1	4	0	0.6	-0.1
Cn1cc(-c2ccc3cnc(Nc4ccc(-c5ccc(N6CCOCC6)nc5)cc4)nc3c2Cl)cn1	18	2	0.1	-0.2
O=S(=O)(c1ccc(F)cc1)N1CCN(c2ccc(F)cc2)CC1	-6	-4	1.4	-0.1
O=C(O)[C@H]1C2C=CC(C2)[C@H]1C(=O)N1CCC(c2nc(-c3cnccn3)no2)CC1 (stereo not given in full)	-12	0	2.9	-0.2
CCC1CCCCN1C(=O)CSc1nnc2nc(C)cc(C)n12 (stereo not given)	-7	-5	-0.3	-0.1
CC(=O)Nc1ccc(NCc2ccc(-c3ccccc3)cc2)cc1	1	17	-0.5	0.0
O=C(c1ccco1)N1CCn2c1nc1ccccc12	-30	15	-8.9	0.2
COc1ccc(C2=NN(c3nc(-c4ccccc4)c4cc(Cl)ccc4n3)C(c3ccc(F)cc3)C2)cc1 (stereo not given)	7	8	-0.6	0.1
COCCCNC(=S)N1CCN(S(C)(=O)=O)CC1	1	2	1.6	0.2
CCCOc1c(Cl)cc(C(=O)N2CCOCC2)cc1OCC	11	-4	2.5	0.2
O=C(NCC1Cc2ccccc2O1)c1cn(CCOc2ccc(F)cc2)nn1 (stereo not given)	1	21	-3.1	0.6
Cc1ccnc(NS(=O)(=O)c2ccc(NC(=O)c3cc(=O)c4ccccc4o3)cc2)n1	-8	6	-1.5	-0.1
COc1ccc(/C=c2/sc3n(c2=O)C(c2ccccc2)CC(c2ccccc2)N=3)cc1 (stereo not given)	4	1	1.3	0.0
CCOC(=O)C1=C(C)Nc2ncnn2C1c1cc(Br)c(OC)c(OC)c1 (stereo not given)	50*	-4	-2.3	0.0
Nc1cccc(S(=O)(=O)N2CCCC2)c1	3	2	0.3	0.1
CC(=O)c1cccc(N/C=C\C(=O)c2ccc(C)cc2)c1	-2	6	1.0	0.3
Cc1cn2c3c(=O)n(C)c(=O)n(C)c3nc2n1CCN1CCC(C)CC1	15	-11	1.3	-0.2
COc1ccc(-c2cc(C(=O)Nc3sc4c(c3C#N)CCC4)no2)cc1OC	2	-4	1.6	0.1
Cc1ccc2nc(-c3cccc(N)c3)[nH]c2c1	60*	0	-7.8	-0.4
CC(NC(=O)C1CCOCC1)c1nnc2n1CCN(Cc1ccc3ccccc3c1)CC2 (stereo not given)	-2	0	0.5	0.0
O=C(NCCO)c1ccc2nc(Oc3ccccc3)sc2c1	-30	-4	-3.3	-0.1
FC(F)(F)c1ccc(NCc2ccccn2)nc1	-35	6	-0.1	0.1
COc1ccccc1N1CCN(C(=O)c2ccc(OC)c([N+](=O)[O-])c2)CC1	13	-4	1.5	-0.1
COCCN=c1scc(-c2ccco2)n1/N=C/c1ccc(OC)cc1	-2	13	1.3	-0.4
c1ccc(-c2cnc(SCCN3CCOCC3)n2CC2CCCO2)cc1 (stereo not given)	2	57*	0.9	-0.3
COc1ccc(NC(=O)c2oc3ccccc3c2NC(=O)CC2CCCCC2)c(OC)c1	8	-5	-0.3	-0.1
COc1cc(NS(=O)(=O)c2cccc3nsnc23)cc(OC)c1	4	-2	0.4	-0.1
Cn1nnnc1SCC(=O)Nc1ccc(I)cc1	5	6	-0.6	-0.1
CC(C)(C)OC(=O)Nc1ccccc1[N+](=O)[O-]	0	-13	0.1	-0.2
CCOc1ccccc1C(=O)O/N=C(\N)c1cccc(Br)c1	-3	-11	-0.2	0.1
NC(=O)c1ccc(-c2ccc(C(=O)NC3CC3)cc2)s1	-8	8	-8.0	0.1
CC(=O)c1ccc(N2CCN(C3CC(=O)N(c4ccc(Br)cc4Br)C3=O)CC2)cc1 (stereo not given)	-15	1	-1.9	0.3
CCc1nnc(NC(=O)Cc2ccc(OC)cc2)s1	5	17	1.0	0.2
Cc1nc(CN(C)Cc2ccc(C(=O)NCc3ccccc3Cl)c(=O)[nH]2)cs1	-15	4	5.2*	0.0
COC(=O)c1sc(=S)n(-c2ccccc2F)c1N	-7	9	0.5	0.0
COc1ccc(-c2nc(Nc3nc4ccccc4o3)ncc2C#N)cc1	8	23	-0.9	0.1
COc1ccc(-c2cc(C(=O)NCc3ccccc3Cl)c3ccccc3n2)cc1	4	3	1.3	-0.1
C=CCn1c(SCC(=O)Nc2cccc([N+](=O)[O-])c2)nnc1-c1ccccc1O	31	-8	0.9	0.0
Cc1ccc(-c2csc3nc(CNCCN(C)C)[nH]c(=O)c23)cc1	0	96*	3.1	-0.8
CCOC(=O)C1=C(C)N(c2ccc(OCC)cc2)C(=O)/C1=C\c1ccc(C(=O)OC)cc1	2	-13	3.1	0.2
O=C(Nc1cccc(S(=O)(=O)NCc2ccco2)c1)c1cc(F)c(F)c(F)c1F	8	-6	4.9*	0.0
O=C(CSCC(=O)Nc1ccc2ccccc2c1)NCC1CCCO1 (stereo not given)	-14	16	0.7	0.1
COC(=O)c1ccc(NC(=O)CSc2nc(C)cc(C)n2)cc1	-9	8	-0.9	0.0
CCNS(=O)(=O)c1ccc(NC(=O)COc2ccc(Cl)cc2)cc1	-3	-1	-1.6	0.0
COc1ccc(/C=C/C(=O)O)cc1S(=O)(=O)Nc1cccnc1	-1	20	0.6	-0.1
CCC(=O)NNC(=S)NC(=O)c1ccc(Br)cc1	-18	3	1.7	-0.2
Continuation:
SMILES	TEAD-YAP inh	MITF inh	GPR151 activ	FBW7 activator
COc1ccc(C2C(C(=O)N3CCN(c4ccc(F)cc4)CC3)c3ccccc3C(=O)N2Cc2ccc(F)cc2)cc1 (stereo not given)	9	15	-1.4	-0.1
COc1ccc(N(C(=O)Cn2nnnc2N)C2(C(=O)Nc3c(C)cccc3C)CCCCC2)cc1	3	-3	1.0	0.0
CCn1cc(C(=O)OCc2c(F)cccc2Cl)c(=O)c2ccc(C)nc21	-3	20	-1.1	1.1
O=C(Oc1ccc(/C=N/n2cnnc2)cc1)c1ccc(Br)cc1	-4	-1	-1.2	0.0
CC(=O)c1ccc(NC(=O)COC(=O)c2oc3ccc(Br)cc3c2C)cc1	-7	1	1.1	-0.1
CCC1Oc2ccc(C)cc2N(CC(=O)Nc2ccc(OC)c(OC)c2)C1=O (stereo not given)	7	8	2.0	-0.1
COc1ccccc1C(=O)Nc1ccc2nc(SCC(=O)Nc3c(C)cc(C)cc3C)sc2c1	0	4	1.3	0.2
CCC(C(=O)NCc1ccc(OC)c(OC)c1)n1ncn2c(cc3occc32)c1=O (stereo not given)	7	0	-0.5	-0.3
CC(=O)c1ccc(N2CCN(C(=O)c3cc4c(=O)n(C)c5ccccc5c4s3)CC2)cc1	-5	-2	-0.5	-0.1
CC(=O)c1cccc(Nc2nc(-c3ccc(Cl)cc3Cl)nc3ccccc23)c1	-4	5	0.2	0.0
CCN(CC)CCNc1c([N+](=O)[O-])c(=O)n(C)c2ccccc12	-8	-2	0.3	0.1
C=CCn1c(N)c(C(=O)N2CCOCC2)sc1=S	1	-13	0.0	-0.2
CCOc1cccc(C2C(C(=O)OC)=CN(Cc3ccc(OC)cc3)C=C2C(=O)OC)c1	-24	-10	1.5	0.6
Cn1c(C(=O)N2CCN(c3ncccn3)CC2)cc2c(=O)[nH]c3ccccc3c21	-1	8	-0.9	0.7
CC1=C(C(=O)N2CCOCC2)C(c2ccccc2F)NC(=O)N1 (stereo not given)	6	11	0.7	0.0
O=C1OC(/C=C/c2ccccc2)=NC/1=C/c1ccc(Cl)cc1	9	12	-0.9	0.1
COc1ccccc1CCc1nnc(CCC(=O)N(C)Cc2ccncc2C)o1	-5	2	0.6	0.0
COc1ccccc1N1C(=O)NC(=O)/C(=C/c2ccoc2)C1=O	-3	34	0.0	-0.1
COCCNC(=O)c1cc(Nc2ccc(C)c(C)c2)nc2ccccc12	5	8	-0.4	0.3
COc1ccc(CCn2c(C)cc(C(=O)CCl)c2C)cc1OC	13	-5	1.7	-0.2

Some of these compounds in order of length of the SMILES, ascending:
SMILES	TEAD-YAP inh	MITF inh	GPR151 activ	FBW7 activator
C=CCn1c(N)c(C(=O)N2CCOCC2)sc1=S	1	-13	0.0	-0.2
O=C(Oc1ccc(/C=N/n2cnnc2)cc1)c1ccc(Br)cc1	-4	-1	-1.2	0.0
O=C1OC(/C=C/c2ccccc2)=NC/1=C/c1ccc(Cl)cc1	9	12	-0.9	0.1
CCn1cc(C(=O)OCc2c(F)cccc2Cl)c(=O)c2ccc(C)nc21	-3	20	-1.1	1.1
CCC1Oc2ccc(C)cc2N(CC(=O)Nc2ccc(OC)c(OC)c2)C1=O (stereo not given)	7	8	2.0	-0.1
CC(=O)c1ccc(NC(=O)COC(=O)c2oc3ccc(Br)cc3c2C)cc1	-7	1	1.1	-0.1
CC(=O)c1cccc(Nc2nc(-c3ccc(Cl)cc3Cl)nc3ccccc23)c1	-4	5	0.2	0.0
CCC(C(=O)NCc1ccc(OC)c(OC)c1)n1ncn2c(cc3occc32)c1=O (stereo not given)	7	0	-0.5	-0.3
Cn1c(C(=O)N2CCN(c3ncccn3)CC2)cc2c(=O)[nH]c3ccccc3c21	-1	8	-0.9	0.7
CCOc1cccc(C2C(C(=O)OC)=CN(Cc3ccc(OC)cc3)C=C2C(=O)OC)c1	-24	-10	1.5	0.6
CC(=O)c1ccc(N2CCN(C(=O)c3cc4c(=O)n(C)c5ccccc5c4s3)CC2)cc1	-5	-2	-0.5	-0.1
COc1ccc(C2C(C(=O)N3CCN(c4ccc(F)cc4)CC3)c3ccccc3C(=O)N2Cc2ccc(F)cc2)cc1 (stereo not given)	9	15	-1.4	-0.1

Continued:
SMILES	TEAD-YAP inh	MITF inh	GPR151 activ	FBW7 activator
COc1ccc(CN2C(=O)NC(=O)/C(=C\c3cc(OC)c(OC)cc3OC)C2=O)cc1	5	15	0.8	-1.2
CCOc1ccc(N(CC(=O)Nc2cccc(C)c2)C2=NCCS2)cc1	-6	7	-0.5	-0.1
CN(CCN1CCc2ccccc2C1)C(=O)CCC1(Cc2ccco2)CCC(=O)N1 (stereo not given)	-7	-1	0.2	0.1
COCC(=O)N1CCCC(C(=O)Nc2cccc(-c3ccc(F)cc3)c2)C1 (stereo not given)	-1	-3	0.4	0.0
COc1cccc(/C=N/n2c(-c3ccncc3)n[nH]c2=S)c1O	4	-13	-0.5	0.2
Cc1cc(C(=O)N2CCN(c3ccccn3)CC2)c2ccccc2n1	11	13	-0.5	0.2
CCC(C)N(C(=O)COC(=O)c1ccc(NC(N)=O)cc1)C1CCS(=O)(=O)C1 (stereo not given)	5	7	-0.3	-0.1
COc1ccc(CCCNC(=O)CC#N)cc1OC	3	11	-1.0	0.0
Cc1ccccc1C(=O)Nc1ccc2c(c1)Cc1ccccc1-2	-104	24	-1.1	0.7
CC1=C(C(=O)Nc2ccccc2C)C(c2cccs2)C(C#N)=C(SCC(N)=O)N1 (stereo not given)	3	3	-0.2	-0.1
COc1ccc(S(=O)(=O)N2CCN(C(=O)/C=C/c3ccccc3)CC2)cc1	1	0	0.0	-0.1
CC(=O)c1ccccc1OCC(=O)c1ccc(C)cc1	-29	-13	0.9	-0.1
CCOC(=O)/C(=N\Nc1ccc(Br)cc1)N1CCOCC1	2	14	1.5	0.1
CC(C)C(NS(=O)(=O)c1cccs1)C(=O)NCCc1ccccc1 (stereo not given)	-1	0	0.2	0.0
CC(=O)c1ccc(N2CCN(C(=O)Cc3ccccc3)CC2)c(F)c1	15	16	0.8	0.1
COC(=O)c1ccc(/C=N/N=c2\sc3ccccc3n2C)cc1	-57	-5	-1.4	-0.1
COCCNC(=O)CN1C(=O)CC(C)(C)Sc2ccccc21	6	-17	0.6	-0.3
O=C(Nc1ccc(-c2nc3ccccc3o2)cc1)Nc1c(F)cccc1F	-39	9	-1.6	0.9
CC(C)(C)OC(=O)N1CCC[C@H]([C@H](O)c2ccc3c(c2)OCO3)C1	-1	4	4.5	0.1
Fc1ccc(COc2ccc(Br)cc2/C=N/n2cnnc2)cc1	-14	-10	1.8	0.1
CC(C)(C)NC(=O)CN(Cc1ccc(F)cc1)C(=O)Cn1nnc(-c2ccc(F)cc2)n1	4	9	-0.2	0.2
